# Bioassay records deposited in PubChem by several laboratories.
# GPR35 arrestin U2OS – inhibition of zaprinast-stimulated GPR35 beta-arrestin translocation – imaging, U2OS, beta-arrestin-GFP, zaprinast agonist, primary screen (AID 2058) | U2OS GPR35 beta-arrestin-GFP translocation imaging, zaprinast antagonism; higher % means a stronger effect | inhibition, % at 10 µM, or IC50 in µM where a hit was titrated | 0.052% of 290,000 active;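 active = inhibition of at least 50% with at least 30 cells and total cytoplasm GFP at most 10,000,000; inconclusive = under 30 cells or total GFP of 10,000,000 plus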
# HIV fusion peptide – cell-free HIV fusion peptide-binding blockers – biochemical, uHTS, fluorescence dequenching, primary screen (AID 1986); cell-free peptide binding, fluorescence dequenching, 30 min; higher % means a stronger effect; inhibition, % at 20 µM, or IC50 in µM where a hit was titrated; 0.3% of 290,000 active; in the data active = inhibition mostly above about 52%, no sharp cut-off; inactive = mostly below about 76%; note: some results filed as inactive read as strong as hits
# KOR beta-arrestin-1 – kappa opioid receptor activators – cell-based, luminescence, uHTS, primary screen (AID 1777). KOR beta-arrestin recruitment, luminescence; higher % means a stronger effect. activation, % at 10 µM; hits with a dose series show EC50 in µM. 0.02% of 280,000 active; in the data active = activation above about 50%, passing the limit was not always enough; note: a part of the inactive calls stands beside numbers as strong as those of hits
# Dengue-2 NS5 capping – flavivirus cap methylation enzyme inhibition – biochemical, confirmation dose response, primary screen (AID 588689); Dengue-2 NS5 methyltransferase capping enzyme assay, biochemical; higher % means a stronger effect; inhibition, % at 25 µM; hits with a dose series show IC50 in µM; 0.3% of 340,000 active; in the data active = a potency from the dose series; inconclusive = inhibition above about 29% without an active follow-up result
# NOD1 NF-kB reporter – inhibition of NOD1-driven NF-kB reporter – cell-based, luminescence, uHTS, primary screen (AID 1578) | NOD1-driven NF-kB luciferase reporter cells, luminescence; higher % means a stronger effect | inhibition, % at 4 µM; hits with a dose series show EC50 in µM | 1% of 290,000 active; in the data active = inhibition mostly above about 36%, no sharp cut-off; inactive = mostly below about 34%;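 note: HEK-293T reporter cells stimulated with the NOD1 agonist gamma-tri-DAP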
# West Nile virus CPE – West Nile virus antiviral activity, cell-based, CPE readout (AID 1621). 0.02% of 290,000 active. one-dose CPE inhibition, % at 10 µM; IC50 in µM for titrated hits. West Nile virus-infected cells, CPE inhibition; higher % means a stronger effect; in the data active = a potency from the dose series; inconclusive = CPE inhibition mostly from about 3.7% at the one dose, without a potency; inactive = the rest, 99 in 100 with CPE inhibition below about 2.2%; note: strong numbers were not always called active
# KOR beta-arrestin-2 – kappa opioid receptor blockers – cell-based, luminescence, uHTS (AID 1778). KOR beta-arrestin recruitment, luminescence, antagonist mode; higher % means a stronger effect. inhibition, % at 10 µM; hits with a dose series show IC50 in µM. 0.091% of 290,000 active; in the data active = inhibition above about 50%; note: strong numbers were not always called active
# GPR55 activation – selective activators of receptor GPR55 – imaging, U2OS cells, beta-arrestin-GFP redistribution, primary screen (AID 1961). U2OS GPR55 beta-arrestin-GFP redistribution imaging; higher % means a stronger effect. one-dose activation, % at 10 µM; EC50 in µM for titrated hits. 0.048% of 290,000 active;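 active = activation above 40% with more than 50 cells counted in the well; inconclusive = wells holding fewer than 50 cells, flagged as toxic or sparse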;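 note: U2OS osteosarcoma cells stably expressing GPR55 and beta-arrestin-GFP; plate controls were DMSO negative control for no effect and LPI positive control for full effect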
# GPR55 LPI antagonism – GPR55 antagonists blocking LPI-driven arrestin recruitment, primary screen, imaging, U2OS, beta-arrestin-GFP, LPI agonist (AID 2013) | U2OS GPR55 beta-arrestin-GFP translocation imaging, LPI antagonism; higher % means a stronger effect | one-dose inhibition, % at 10 µM; IC50 in µM for titrated hits | 0.13% of 290,000 active;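 active = spots per cell inhibited over 60%, with over 100 cells counted and total cytoplasm intensity under 500,000; inconclusive = wells with under 100 cells, flagged as likely toxic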;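 note: U2OS cells stably carrying GPR55 and arrestin-GFP stimulated by 5 µM LPI near EC80; imaged beta-arrestin-GFP aggregate spots per cell after agonist stimulation; plate controls were LPI-stimulated DMSO wells for no effect and DMSO wells without LPI for full effect; some results filed as inactive read as strong as hits; confirmed hits need IC50 under 10 µM and bright autofluorescent wells are also inconclusive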
# Numbers without * were called inactive; ? = inconclusive; / = no result given; [ ] = dose if it differs, or a comment. These rows are one share of the data (hit frequency here may not be typical).
no.	Molecule	GPR35 arrestin U2OS	HIV fusion peptide	KOR beta-arrestin-1	Dengue-2 NS5 capping	NOD1 NF-kB reporter	West Nile virus CPE	KOR beta-arrestin-2	GPR55 activation	GPR55 LPI antagonism
1	COc1ccc(-c2noc(CCC(=O)NCC3CCN(Cc4cccc(C)c4)CC3)n2)cc1	-8%	-1.6%	-1.6%	4%	11%	-0.7%	-26%	-0.1%	5%
2	Nc1ccc2nc3c(=O)n(C4CCCCC4)c(=O)[nH]c3nc2c1	-10%	146%	1.2%	?	-16%	3.1%	-19%	0.0%	0%
3	CCc1nn(C(CC)C(=O)NCc2cccs2)c(=O)c2cc3occc3n12 (centres undefined)	-7%	-1.1%	2.5%	2%	-21%	0.0%	5%	-0.1%	17%
4	Cc1cccc(C(=O)O/N=C(\N)CS(=O)(=O)c2ccccc2)c1	6%	0.3%	-5.5%	-5%	-23%	0.6%	29%	-0.1%	4%
5	Nn1c(SCC(=O)NCCC2=CCCCC2)nnc1C(F)(F)F	-6%	-1.6%	-6.1%	-4%	-2%	0.8%	-11%	0.0%	2%
6	Cc1ccn2cc(-c3cnoc3C)nc2c1	-17%	-0.2%	-1.5%	-4%	-23%	0.0%	27%	-0.1%	4%
7	CC(C)n1c(O)c(N=NC(=O)CNC(=O)Cc2ccc(Cl)cc2)c2ccccc21	1%	-1.5%	0.4%	-3%	-25%	-0.3%	-51%	0.1%	80%
8	O=C(Nc1ccccc1)N1CCC(C(=O)N2CCN(c3ccccc3F)CC2)CC1	-2%	1.8%	-1.6%	-12%	1%	-0.5%	6%	-0.2%	8%

# Full records, looked up by structure. Order of values: GPR35 arrestin U2OS, HIV fusion peptide, KOR beta-arrestin-1, Dengue-2 NS5 capping, NOD1 NF-kB reporter, West Nile virus CPE, KOR beta-arrestin-2, GPR55 activation, GPR55 LPI antagonism
# `Nn1c(SCC(=O)NCCC2=CCCCC2)nnc1C(F)(F)F` as listed: -6%, -1.6%, -6.1%, -4%, -2%, 0.8%, -11%, 0.0%, 2%
# `CCc1nn(C(CC)C(=O)NCc2cccs2)c(=O)c2cc3occc3n12` (centres undefined) as listed: -7%, -1.1%, 2.5%, 2%, -21%, 0.0%, 5%, -0.1%, 17%
# `Nc1ccc2nc3c(=O)n(C4CCCCC4)c(=O)[nH]c3nc2c1` as listed: -10%, 146%, 1.2%, ?, -16%, 3.1%, -19%, 0.0%, 0%
# `Cc1cccc(C(=O)O/N=C(\N)CS(=O)(=O)c2ccccc2)c1` as listed: 6%, 0.3%, -5.5%, -5%, -23%, 0.6%, 29%, -0.1%, 4%
# `O=C(Nc1ccccc1)N1CCC(C(=O)N2CCN(c3ccccc3F)CC2)CC1` as listed: -2%, 1.8%, -1.6%, -12%, 1%, -0.5%, 6%, -0.2%, 8%

# Going on with the list:
no.	Molecule	GPR35 arrestin U2OS	HIV fusion peptide	KOR beta-arrestin-1	Dengue-2 NS5 capping	NOD1 NF-kB reporter	West Nile virus CPE	KOR beta-arrestin-2	GPR55 activation	GPR55 LPI antagonism
9	CCN(CC)C(=O)Cn1cc(S(=O)(=O)CC(=O)NCCc2ccccc2)c2ccccc21	-1%	0.8%	8.8%	1%	-17%	-0.1%	-6%	0.1%	2%
10	CN(CCO)c1cc(N(C)CCO)c([N+](=O)[O-])cc1[N+](=O)[O-]	-2%	0.2%	-1.8%	9%	-20%	0.1%	-14%	0.2%	-2%
11	CCCOc1ccc(-c2nc(N3CCN(CC)CC3)c3ccccc3n2)cc1	-12%	0.7%	-6.6%	-7%	-14%	3.3%	-21%	-0.1%	3%
12	O=C(Cc1cccs1)NCc1cccc(CNC(=O)Cc2cccs2)c1	-6%	-0.1%	-0.4%	-5%	11%	-0.8%	-32%	0.6%	-9%
13	O=C(c1cccnc1)C1CCCN(Cc2nc(Cc3ccccc3F)no2)C1 (centres undefined)	10%	-1.3%	/	-2%	-26%	0.0%	-53%[20 µM]	-0.1%	1%
14	O=C(NCc1ccco1)C1CCCN(S(=O)(=O)c2ccc(Cl)cc2)C1 (centres undefined)	22%	0.3%	-1.3%	-4%	-4%	-1.3%	2%	0.2%	7%
15	COCCCNC(=O)CN(C1CCCCC1)S(=O)(=O)c1ccc(C)cc1	20%	-3.0%	-1.4%	-3%	12%	-0.7%	25%	0.3%	13%
16	CC(=O)Nc1ccc(S(=O)(=O)N2CCC(C(=O)O)(c3ccccc3)CC2)cc1	11%	0.6%	-2.4%	/	-9%	-0.3%	-30%[20 µM]	-0.2%	3%
17	N#Cc1nc(-c2ccco2)oc1NCc1ccc(F)cc1	-5%	-0.3%	-4.1%	-2%	-16%	-0.1%	18%	0.2%	-14%
18	CCN(C(=O)c1ccc(NC(C)=O)cc1)c1ccccc1	13%	-0.8%	1.0%	1%	6%	-0.8%	-9%	0.3%	1%
19	CCOC(=O)N1CCN(C(=O)CN(C2CCCCC2)S(=O)(=O)c2c(C)cc(C)cc2C)CC1	-14%	2.7%	-4.8%	-2%	-2%	-1.9%	-6%	0.7%	4%
20	Cc1nc2ccc(S(=O)(=O)NCC(=O)N3CCC(C)CC3)cc2s1	4%	0.4%	-4.8%	-3%	15%	-0.1%	13%	-0.1%	5%
21	O=C(COC(=O)CCc1ccc(S(=O)(=O)N2CCCCC2)cc1)Nc1ccc2c(c1)OCO2	-26%	-0.9%	1.7%	-6%	-25%	0.2%	-13%	-0.1%	-2%
22	COc1ccc(CCNC(=O)c2cc(-c3cccs3)on2)cc1OC	-2%	1.3%	2.6%	-15%	-8%	-1.4%	-41%	0.0%	13%
23	CCOc1ccc(CC(C(N)=O)C(N)=O)cc1	-4%	1.6%	5.5%	-5%	-14%	-0.1%	-21%	-0.2%	-6%
24	CC(C)NC(=O)c1nc2c(nnn2Cc2cccc(Cl)c2)c(=O)[nH]1	7%	0.4%	-2.8%	3%	-24%	0.3%	-59%[20 µM]	-0.3%	3%
25	COc1ccc(CNS(=O)(=O)c2c(C(=O)N3CCCCC3)c(C)n(C)c2C)cc1	-6%	-1.0%	-1.9%	4%	-15%	0.2%	3%	-0.3%	16%
26	CC(=O)Nc1ccc(N2C(=O)CC(c3ccccc3)CC2=O)cc1	17%	0.8%	1.3%	-2%	-3%	0.5%	3%	-0.1%	2%
27	C/C=C(\C)CN1CCN(c2ccccc2)CC1	11%	4.4%	4.4%	2%	0%	0.6%	-2%	-0.1%	1%
28	CCOc1ccc(N(C)S(=O)(=O)c2cc(-c3cc(C)no3)ccc2OC)cc1	-5%	-0.8%	0.5%	3%	-5%	-1.6%	-20%	-0.2%	13%
29	CCCNC(=O)c1ccc2c(c1)nc(C)n2-c1cccc(C)c1	1%	-2.6%	-2.3%	-1%	-4%	-0.2%	35%	0.3%	-9%
30	COc1ccc(C(=O)Nc2ccccc2C(=O)NCCCn2ccnc2)cc1	7%	-0.9%	7.9%	-2%	-3%	0.0%	-12%	-0.2%	1%
31	O=C(CSc1nnc(Cc2ccccc2)n1Cc1ccccc1)NCc1ccco1	-5%	2.7%	5.6%	0%	23%	0.1%	-6%	0.7%	-4%
32	Cc1cc(C)nc(NS(=O)(=O)c2ccc(NC(=O)C3CC(=O)N(c4ccccc4)C3)cc2)n1 (centres undefined)	10%	-1.3%	4.2%	-4%	4%	0.0%	-50%	0.5%	-11%
33	COC(=O)c1ccc(C2C(C(=O)c3ccc(C)o3)=C(O)C(=O)N2c2cc(C)on2)cc1 (centres undefined)	-12%	5.5%	6.3%	-4%	-35%	0.2%	0%	0.2%	16%
34	CC(C)N1CCN(Cc2nc3ccccc3s2)CC1CCO (centres undefined)	7%	0.1%	/	-2%	-18%	0.2%	-38%[20 µM]	0.2%	-30%
35	COc1ccc(N(CC(=O)NCCSCc2cccc(Cl)c2)S(C)(=O)=O)cc1	6%	-0.8%	2.2%	-12%	-22%	-0.6%	-8%	-0.2%	-6%
36	COCCNS(=O)(=O)c1ccc(-c2ccc(S(=O)(=O)NCCOC)cc2)cc1	-13%	0.7%	0.5%	0%	-3%	/	31%	0.7%	0%
37	O=C(COc1ccc(S(=O)(=O)N2CCCCC2)cc1Cl)N1CCCC1	-3%	0.8%	4.4%	-14%	-15%	-0.4%	-28%	-0.2%	-3%
38	N#Cc1ccc(COC(=O)CCc2c[nH]c3ccccc23)cc1	-6%	-0.3%	-1.1%	-4%	1%	-0.5%	16%	0.2%	6%
39	Cc1cc(Cl)ccc1NC(=S)NCCc1ccc(Cl)cc1	-1%	0.7%	-2.3%	-9%	-19%	-0.7%	18%	-0.1%	4%
40	COc1ccc(/C=N/NC(=O)c2cc(-c3ccccc3OC(C)C)nc3ccccc23)cc1CN1CCOCC1	-1%	-1.8%	-1.1%	1%	15%	-0.4%	-24%	0.5%	13%
41	COc1cc(NC(=S)NC(=O)c2ccc(C)cc2C)ccc1NC(=O)c1cccs1	2%	-2.8%	5.8%	6%	21%	-0.5%	7%	0.7%	-1%
42	CC1=C(C(=O)Nc2ccccc2)C(c2ccc(Cl)cc2)n2c(s/c(=C/c3cccc(OCC(=O)O)c3)c2=O)=N1 (centres undefined)	-33%	17µM*	-2.7%	9%	15%	0.0%	-14%[20 µM]	-0.1%	16%
43	Cc1ccccc1-n1c(=O)c2ccccc2n2nnnc12	0%	-0.2%	0.7%	-12%	-18%	-0.1%	19%	0.3%	3%
44	CCNc1ccc(C(=O)Nc2ccc3nc(C)sc3c2)cc1[N+](=O)[O-]	-1%	-5.3%	-2.9%	-8%	57%	-1.1%	-3%	-0.2%	17%
45	CCCOC1CCCN(C(=O)c2ccc(OC3CCN(C(=O)COC)CC3)cc2)C1 (centres undefined)	-2%	-0.6%	0.6%	-6%	-28%	1.3%	-12%	0.3%	9%
46	Cc1ccc(C(=O)CSc2nccn2-c2ccccc2)cc1	9%	-1.2%	-0.7%	-13%	-4%	1.7%	-10%	0.0%	-16%
47	CC(=O)NCCc1nc2ccccc2n1CCOc1cccc(C)c1	-9%	-0.8%	-1.9%	-4%	9%	-0.5%	12%	0.0%	9%
48	Cc1cc(C)cc(C(=O)OCC(=O)NC2CCCC2)c1	-4%	0.1%	-4.9%	3%	11%	-0.4%	6%	0.0%	3%
49	Cc1ccc2c(CN3CCN(CCO)CC3)cc(=O)oc2c1C	-6%	2.1%	4.0%	-3%	-19%	0.9%	-4%	0.0%	20%
50	Cc1cccc(N2CCN(C(=O)C3CCN(S(=O)(=O)c4c(C)noc4C)CC3)CC2)c1C	12%	-0.3%	-2.3%	-7%	-13%	-0.2%	-36%	0.3%	11%
